From PubChem
Tb PYK inh = qHTS of Trypanosoma Brucei Inhibitors; 410,000 compounds, 0.12% hits; TbPYK enzyme, Kinase-Glo Plus ATP luminescence, 45 min; pyruvate kinase (Trypanosoma brucei), Q57TT1; Potency, µM (top dose mostly 76.8 µM), inactives show at the top dose activity, negative = inhibition, usual class: inhibitors; AID 624173, 2012; note: potency is the fitted concentration of half-maximal effect; % is set by controls: 0 for no effect and ±100 for the full control effect; nearly all actives have a fitted effect of over 50% in size
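Activity of T. brucei pyruvate kinase was followed by Kinase-Glo Plus luminescence after the enzyme reacted 45 min at room temperature with 130 uM ADP (final) and substrate. Test compounds were added before ADP at multiple concentrations.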
Pf growth 96h = Primary qHTS for delayed death inhibitors of the malarial parasite plastid, 96 hour incubation | P. falciparum luciferase reporter growth, 96 h | Potency, µM (series often up to 28.7 µM), without a hit: top-dose activity change, negative = inhibition, most hits filed as inhibitors | 320,000 compounds, 6.9% hits | AID 504834, 2011; note: potency is the fitted concentration of half-maximal effect; % is set by controls: 0 for no effect and ±100 for the full control effect
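Infected RBCs, 2% Hct / 0.05% parasitemia final; luciferase-reporter P. falciparum; cpd 96 h, 37 C, 5% CO2; luciferase detection reagent; luminescence.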
Cycloheximide cs = Cycloheximide Counterscreen for Small Molecule Inhibitors of Shiga Toxin | 300,000 compounds, 12% hits | cell reporter, cycloheximide protein synthesis inhibition counterscreen | max response, % | AID 2314, 2010; in the data active = max response mostly above about 13%, no sharp cut-off; inactive = mostly below about 14%; note: read at 38.3 µM for the half of the compounds with a filed dose; 0% is about no effect
Pf growth 48h = Primary qHTS for delayed death inhibitors of the malarial parasite plastid, 48 hour incubation | P. falciparum luciferase growth in erythrocytes, 48 h | Potency, µM (series often up to 28.7 µM), without a hit: at the top dose activity change, negative = inhibition, usual class: inhibitors | 310,000 compounds, 5.9% hits | AID 504832, 2011; note: potency is the fitted concentration of half-maximal effect; % is set by controls: 0 for no effect and ±100 for the full control effect
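Growth was read as firefly luciferase luminescence after a 48 h, 37 C, 5% CO2 exposure of compounds to reporter-bearing P. falciparum cultures (0.1% parasitemia, 2% hematocrit final) in Albumax-supplemented RPMI 1640.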
AMA1-RON2 inh = qHTS for Inhibitors of AMA1-RON; Towards Development of Antimalarial Drug Lead: Primary Screen; 360,000 compounds, 0.2% hits; Plasmodium falciparum AMA1 (3D7) - RON2 peptide interaction; Potency, µM (series often up to 58.2 µM), inactives show at the top dose activity change, negative = inhibition, most hits filed as inhibitors; AlphaScreen AMA1-biotinylated RON2 peptide binding;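 note: potency is the fitted concentration of half-maximal effect; 0% = vehicle wells and -100% = peptide control; nearly all actives have a fitted effect of over 45% in size; some results filed as inactive show a strong effect at the top dose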
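AMA1 (3D7) with his tag at 25 nM final met compounds first, then biotinylated RON2 peptide at 25 nM; detection used donor plus acceptor beads, 10 µg/mL apiece, read by AlphaScreen after 30 min at room temperature.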
Shiga inhibitor = A qHTS for Small Molecule Inhibitors of Shiga Toxin | Vero cells, Shiga toxin protein synthesis inhibition reporter | inhibition, % at 38.7 µM | 290,000 compounds, 9.2% hits; in the data active = inhibition mostly above about 28%, no sharp cut-off; inactive = mostly below about 43%; note: 0% is about no effect
LmPK inh = qHTS Assay for Inhibitors of Leishmania Mexicana Pyruvate Kinase (LmPK); Potency, µM (titrated, usually from 57.5 µM), without a hit: at the top dose activity change, negative = inhibition, most hits filed as inhibitors; Q27686; purified LmPK, Kinase-Glo ATP luminescence, 1 h; 290,000 compounds, 0.37% hits; note: potency is the fitted concentration of half-maximal effect; % is set by controls: 0 for no effect and ±100 for the full control effect
Target sequence (Q27686 whole entry, looked up): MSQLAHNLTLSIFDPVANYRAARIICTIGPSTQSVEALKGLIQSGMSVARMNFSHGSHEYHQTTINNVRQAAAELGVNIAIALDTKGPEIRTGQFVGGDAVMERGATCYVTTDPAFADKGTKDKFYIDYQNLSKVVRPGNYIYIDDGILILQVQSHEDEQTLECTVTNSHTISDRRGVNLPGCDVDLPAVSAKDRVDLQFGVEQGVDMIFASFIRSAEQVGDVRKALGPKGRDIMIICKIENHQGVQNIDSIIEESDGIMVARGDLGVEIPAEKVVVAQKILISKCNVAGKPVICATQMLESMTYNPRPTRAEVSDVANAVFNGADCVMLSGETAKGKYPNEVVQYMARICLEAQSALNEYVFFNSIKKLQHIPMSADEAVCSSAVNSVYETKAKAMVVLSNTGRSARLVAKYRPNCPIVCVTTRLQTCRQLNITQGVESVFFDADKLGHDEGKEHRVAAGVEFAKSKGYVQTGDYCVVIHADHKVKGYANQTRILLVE
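0.1 nM LmPK, 0.5 mM PEP, 0.1 mM ADP; 50 mM imidazole pH 7.2, 7 mM MgCl2, 50 mM KCl; 1 h RT. Kinase-Glo luminescence readout, normalized to no-enzyme (full inhibition) and uninhibited wells.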
An asterisk follows results filed as active; ? = inconclusive; . = not tested or not shown; + = active, no number; & = joins results of further samples; [ ] = dose if it differs, or a comment. Unless noted, calls come from the whole dose curve; as a rule, active = well fitted curve in the direction sought with a large enough effect; inconclusive = small, poorly fitted or top-dose-only effect, or another doubt; inactive = no such curve, though single readings can be large; an effect the other way counts as inactive or inconclusive.

1) Cc1ccc(NC(=O)Nc2cc(C)on2)cc1
2) COc1ccc2c(C)cc(SCC(=O)NCC3CCCO3)nc2c1 (centres undefined)
3) Cc1ccc(N(C(=O)c2ccco2)C(C(=O)NC2CCCC2)c2cccnc2)cc1 (centres undefined)
4) O=C(Nc1nnc(COc2ccccc2)s1)C1CCN(S(=O)(=O)c2ccc(Cl)cc2)CC1
5) Cc1c(/C=N/NC(=O)CNc2ccccc2)c2ccccn2c1C(=O)c1ccc(Cl)cc1
6) S=C(Nc1ccc(Cl)c(Cl)c1)NC1CCCCC1
7) O=C(NCCO)C(c1ccccc1)c1ccccc1
8) COc1ccccc1CN1CC(C(=O)N2CCC(OC)CC2)CCC1=O (centres undefined)
entry no.	1	2	3	4	5	6	7	8
Tb PYK inh	0%	4%	-10%	-1%	4%	8%	2%	4%
Pf growth 96h	?	-3%	?	-29%	3.3µM*	0%	?	?
Cycloheximide cs	47*	.	-2	-5	-1	56*	-3	8
Pf growth 48h	390%[activator]	-2%	?	.	3.3µM*	13µM*	10%	1%
AMA1-RON2 inh	-10%	0%	6%	5%	-12%	59%[activator]	5%	1%
Shiga inhibitor	75*	.	-4	-9	-23	+	-10	11
LmPK inh	-17%	.	-4%	-1%	1%	2%	-1%	-3%

Brought forward from above: 2 compounds, followed by the next part.
7) O=C(NCCO)C(c1ccccc1)c1ccccc1
8) COc1ccccc1CN1CC(C(=O)N2CCC(OC)CC2)CCC1=O (centres undefined)
9) CC1C(=O)N2CCCc3cc(S(=O)(=O)NCCc4ccccc4)cc1c32 (centres undefined)
10) Cc1ccc(C(=O)OCC(=O)Nc2ccc(S(N)(=O)=O)cc2)c(O)c1
11) Nc1c(N(CCC2=CCCCC2)C(=O)C2CC2)c(=O)[nH]c(=O)n1Cc1ccccc1
12) CC(C)CN(C(=O)COC(=O)C12CC3CC(CC(O)(C3)C1)C2)C1CCS(=O)(=O)C1 (centres undefined)
13) Cn1c(O)c(Cc2ccc(OCc3ccccc3)cc2)c(=O)n(C)c1=O
14) CC(C)C[C@H](NC(=O)c1nc[nH]c1C(=O)N1CCN(C(=O)OC(C)(C)C)CC1)C(=O)OCc1ccccc1
15) Cc1c(Cl)ccc2c(C(=O)NC(C)c3ccncc3)cc(-c3ccncc3)nc12 (centres undefined)
16) Cc1cc(NC(=O)CCCC(=O)NCc2cccs2)no1
entry no.	7	8	9	10	11	12	13	14	15	16
Tb PYK inh	2%	4%	-5%	-7%	-1%	-1%	-8%	-4%	.	-6%
Pf growth 96h	?	?	2.1µM*	50%[activator]	?	-12%	48%[activator]	?	-2%	154%[activator]
Cycloheximide cs	-3	8	-2	-2	-2	-4	13	0	-1	-3
Pf growth 48h	10%	1%	-1%	41%[activator]	-10%	-8%	19%	?	4.1µM*	14%
AMA1-RON2 inh	5%	1%	0%	-7%	7%	2%	8%	129%[activator]	.	-11%
Shiga inhibitor	-10	11	-7	11	14	-9	47	9	4	29
LmPK inh	-1%	-3%	2%	2%	-2%	-4%	0%	13%	-2%	-2%

Screen by screen, quoted from above:
Nos. 9–16 in LmPK inh read 2%, 2%, -2%, -4%, 0%, 13%, -2%, -2%
Nos. 9–16 in Pf growth 96h read 2.1µM*, 50%[activator], ?, -12%, 48%[activator], ?, -2%, 154%[activator]
Nos. 9–16 in Shiga inhibitor read -7, 11, 14, -9, 47, 9, 4, 29

Later entries
17) COC1C(OC(=O)c2ccc(C)[nH]2)C(O)C(Oc2ccc3c(O)c(NC(=O)c4ccc(O)c(CC=C(C)C)c4)c(=O)oc3c2Cl)OC1(C)C (centres undefined)
18) CCOC(=O)C1CCN(c2cc3c(cc2NC(=O)c2ccccc2)n(C)c(=O)n3C)CC1
19) COc1ccc(N(C)C2=NS(=O)(=O)c3ccccc32)cc1
20) O=C(NCC(=O)N(c1cccnc1)C(C(=O)NC1CCCCC1)c1ccccc1F)c1ccco1 (centres undefined)
21) O=C(CSc1ccc(-c2ccccn2)nn1)Nc1ccc(F)c(F)c1
22) CCC1C/C(=C/c2ccco2)C(=O)/C(=C/c2ccco2)C1 (centres undefined)
23) COc1cc(NC(=O)c2cccnc2Sc2ccc(C)c(C)c2)cc(OC)c1OC
24) NC(Cc1ccc2nonc2c1)C(=O)O (centres undefined)
entry no.	17	18	19	20	21	22	23	24
Tb PYK inh	-1%	11%	10%	-1%	1%&-1%	.	-5%	-3%
Pf growth 96h	?	?	-67%	-21%	-102%	9.3µM*	10µM*	13%
Cycloheximide cs	-2	0	-2	21	25	16	-6	0
Pf growth 48h	5.9µM*	?	.	-7%	-21%	-11%	?	9%
AMA1-RON2 inh	-19%	13%	7%	-9%	-3%	.	9%[11.6 µM]	9%
Shiga inhibitor	-5	11	9	35	9	-1	-5	-11
LmPK inh	3%	6%	-1%	-6%	-7%	7%	1%	1%

25) CC(C)CC(=O)N1CCC(O)(CS(=O)(=O)c2ccc(Cl)c(Cl)c2)CC1
26) Cc1cccc(OCc2ccc(C(=O)Nc3cc(C)on3)o2)c1
27) COc1ccc(C(C)C)cc1S(=O)(=O)N1CCN(c2ccccc2)CC1
28) CN(C(=O)CCc1nnc(Cc2ccc(-c3ccccc3)cc2)o1)C1CCOCC1
29) COC(=O)C1=C(c2ccc(OC)c(OC)c2)C[C@@H]2CC[C@H]1N2C(=O)NC1CC1
30) CCCCNC(=O)Cn1nc(-c2ccc(C)cc2)ccc1=O
31) CCN(CCCNC(=O)c1[nH]c(C)c(C(C)=O)c1C)c1ccccc1
32) O=C(Nc1nnc(S(=O)(=O)N2CCCC2)s1)c1ccccc1F
entry no.	25	26	27	28	29	30	31	32
Tb PYK inh	0%	-11%	3%	-5%	2%	-4%	-10%	-5%&1%
Pf growth 96h	6%	11%	9%	9%	40%[activator]	0%	?	20%
Cycloheximide cs	-2	-4	-3	9	.	-2	-1	-3
Pf growth 48h	?	?	?	2%	-3%	-2%	?	14%
AMA1-RON2 inh	6%	8%	-28%	1%	-2%	-5%	?	-1%
Shiga inhibitor	-5	38	-4	12	.	2	15	-2
LmPK inh	2%	2%	9%	-2%	.	-5%	1%	-2%

33) O=C(Cn1c2[n+](c3ccc(C(F)(F)F)cc31)CCCCC2)Nc1c(F)cccc1F
34) O=C(O)/C(=C\c1ccc(Cl)c([N+](=O)[O-])c1)c1ccc(S(=O)(=O)N2CCCC2)s1
35) Cc1ccc(CN2CCN(Cc3c(C)nn(C(C)C)c3C)CC2CCO)o1 (centres undefined)
36) Fc1ccc(Cn2ccc(-c3cnc(-c4ccccc4)s3)n2)cc1
37) CCOC(=O)C1CCN(Cc2ccccc2C)CC1
38) CCN1CCN(c2c(S(=O)(=O)c3ccc(C)c(C)c3)cnc3ccc(F)cc23)CC1
39) Cc1ccnc(NC2CCCCC2)c1
40) O=C(NCCNC(=O)c1ccccc1O)c1ccccc1O
entry no.	33	34	35	36	37	38	39	40
Tb PYK inh	5%	-7%	-5%	-2%	3%	2%&1%	-1%	-22%
Pf growth 96h	?	-16%	2%	15%	23%	2.3µM*	-9%	?
Cycloheximide cs	-4	.	-3	39*	-4	-1	31*	-2
Pf growth 48h	?	5%	1%	.	.	?	0%	14%
AMA1-RON2 inh	2%	-8%	13%	129%[activator]	-3%	-5%	2%	16%
Shiga inhibitor	21	.	18	67	14	-2	109*	.
LmPK inh	4%	.	5%	-8%	5%	0%	-4%	11%

41) Cc1nc2ccccn2c1C(=O)N/N=C/c1ccccc1[N+](=O)[O-]
42) COc1ccc(SCC(=O)Nc2ccccc2Cl)cc1
43) Cn1ccnc1SCC(=O)Nc1ccc2c(c1)OCCO2
44) Cc1ccc2nc(-c3cc(-c4ccccc4)no3)cn2c1
45) CCOC(=O)CSc1nc(N)c2c3c(sc2n1)CCCC3
46) CCCCc1cc2ccccc2c(OCCN(C)C)n1
47) CCN(CC)S(=O)(=O)c1ccc(N2CCCC2)c(C(=O)OCC(=O)Nc2cc(C)on2)c1
48) CCOc1ccc(NCc2nnc(SCC(=O)Nc3nc(-c4ccccc4)cs3)n2-c2ccccc2)cc1
entry no.	41	42	43	44	45	46	47	48
Tb PYK inh	-1%	1%	-10%	0%	-2%	-12%	-1%	-6%
Pf growth 96h	9%	-2%	?	251%[activator]	31%[activator]	?	?	-14%
Cycloheximide cs	-1	7	18	49*	25*	.	-2	-2
Pf growth 48h	45%[activator]	-10%	68%[activator]	163%[activator]	.	-2%	12%	8%
AMA1-RON2 inh	17%	-3%	-1%	-12%	11%	5%	-3%	-5%
Shiga inhibitor	24	13	8	114*	51	.	-3	-7
LmPK inh	1%	-1%	-10%	-3%	1%	.	3%	0%

Just LmPK inh and Tb PYK inh, for some of the entries so far:
No.	structure	LmPK inh	Tb PYK inh
16	Cc1cc(NC(=O)CCCC(=O)NCc2cccs2)no1	-2%	-6%
17	COC1C(OC(=O)c2ccc(C)[nH]2)C(O)C(Oc2ccc3c(O)c(NC(=O)c4ccc(O)c(CC=C(C)C)c4)c(=O)oc3c2Cl)OC1(C)C (centres undefined)	3%	-1%
18	CCOC(=O)C1CCN(c2cc3c(cc2NC(=O)c2ccccc2)n(C)c(=O)n3C)CC1	6%	11%
19	COc1ccc(N(C)C2=NS(=O)(=O)c3ccccc32)cc1	-1%	10%

Next section
49) O=C(NC(=S)Nc1ccc2oc(=O)ccc2c1)c1cc2ccccc2o1
50) CC(=O)Nc1cc2c(cc1NC(=O)Cn1nc(-c3ccccc3)ccc1=O)OCCO2
51) CCOC(=O)Cn1nc(CC)c2ccccc2c1=O
52) CCOc1ccc(C2CC(c3cccc(OC)c3)n3nc(N)nc3N2)cc1 (centres undefined)
53) COc1ccc(OCC(=O)NNc2c3ccccc3nc3ccccc23)cc1
54) N#CC1=C(O)CCCn2c1nc1ccccc1c2=O
entry no.	49	50	51	52	53	54
Tb PYK inh	1%	-1%	0%	0%	-10%	0%
Pf growth 96h	13%	-13%	38%[activator]	-9%	2.1µM*	-12%[5.75 µM]
Cycloheximide cs	-3	-3	-5	-3	7	-4
Pf growth 48h	-1%	-24%	-3%	5%	7.4µM*	?
AMA1-RON2 inh	29%	-4%	-5%	-3%	-17%	12%
Shiga inhibitor	-6	-2	-12	-4	-5	14
LmPK inh	-2%	-4%	1%	3%	6%	-15%
